Source: PubChem BioAssay (National Center for Advancing Translational Sciences (NCATS))
Giardia kill = Giardia lamblia killing | Giardia lamblia trophozoite viability | activity change, % at 7.66 µM, hits read low | 340,000 compounds, 0.15% hits | AID 540267; in the data active means activity change below about -80%; inconclusive means between about -30% and that limit;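 further: parasites exposed to compound for two days anaerobically before the ATP read; on the % scale 0 is the no-effect control and ±100 the full control effect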
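Media and compound were dispensed first, then trophozoites at 100 cells/well; plates sat 48 hrs at 37 deg C without oxygen before ATP luminescence reagent was added and read after 15-30 min at room temperature.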
FLuc modulator = counter-screen for miR-21 project: firefly luciferase inhibitors or activators. P08659. purified FLuc, Km substrates, luminescence inhibition. Potency, µM (series often up to 57.5 µM), without a hit: top-dose activity change, negative = inhibition, actives largely listed as inhibitors. 360,000 compounds, 6.9% hits. AID 588342;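 further: potency means the concentration at half of the fitted maximal effect; plate controls were vehicle for no effect and reference inhibitor for full effect; nearly all actives have a fitted effect of over 55% in size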
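Biochemical qHTS of compounds, final roughly 60 µM downward over six points, against 10 nM purified firefly luciferase using Km concentrations of substrates (10 uM D-luciferin, 10 uM ATP) in Tris acetate pH 7.5 buffer; luminescence output.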
PKM2 activator = activators of human pyruvate kinase M2; P14618; purified PKM2, Kinase-Glo ATP luminescence, activation; response scale: 0% is enzyme alone, no compound; Potency, µM (highest dose often 57.5 µM), for inactives: at the top dose activation, usual class: activators; 260,000 compounds, 0.34% hits; AID 1631; further: potency means the concentration at half of the fitted maximal effect; on the % scale 0 is the no-effect control and ±100 the full control effect; nearly all actives have a fitted effect of over 55% in size
Target sequence (P14618 whole entry, looked up): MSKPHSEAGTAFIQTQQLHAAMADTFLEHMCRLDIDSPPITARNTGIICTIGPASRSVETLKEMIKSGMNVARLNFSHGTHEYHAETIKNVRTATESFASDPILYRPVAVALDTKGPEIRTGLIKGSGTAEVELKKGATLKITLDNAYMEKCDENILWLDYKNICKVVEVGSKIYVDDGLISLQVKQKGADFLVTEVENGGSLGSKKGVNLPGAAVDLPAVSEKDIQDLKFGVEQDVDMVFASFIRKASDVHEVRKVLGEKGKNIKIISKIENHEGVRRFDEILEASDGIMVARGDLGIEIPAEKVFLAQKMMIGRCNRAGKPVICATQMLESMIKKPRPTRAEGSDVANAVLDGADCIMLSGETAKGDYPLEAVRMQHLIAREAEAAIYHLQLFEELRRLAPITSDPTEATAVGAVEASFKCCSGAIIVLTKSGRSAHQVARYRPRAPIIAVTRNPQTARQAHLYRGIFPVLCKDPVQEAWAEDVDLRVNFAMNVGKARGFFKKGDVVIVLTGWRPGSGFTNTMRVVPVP
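Purified hPK-M2 (>95% pure) converted ADP (0.1 mM final) to ATP with 0.5 mM PEP in 50 mM imidazole pH7.2, KCl, MgCl2, Tween 20, BSA; 1 h at room temperature. ATP detected by Kinase-Glo luminescence.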
p53 reactivator = restores transcriptional activity of mutant p53; H1299 p53-A138V BP100-luciferase reporter, luminescence, 24 h; Potency, µM (titrated, usually from 92.2 µM), for the others: top-dose activity change, positive = activation, most hits filed as activators; 320,000 compounds, 0.063% hits; further: potency means the concentration at half of the fitted maximal effect; % of control where 0% means no effect; nearly all actives have a fitted effect of over 45% in size
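p53-null H1299 cells stably carrying temperature-sensitive p53-A138V and a BP100-luciferase reporter were pinned with compounds (4-point, 1:5 series) and held 24 hrs at 37 deg C. Luminescence was read 10 min after detection reagent.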
Rab9 prom act = activates the Rab9 promoter. Huh7 Rab9 promoter-luciferase reporter, luminescence, 24 h. Potency, µM (top dose mostly 9.22 µM), for the others: at the top dose activation, negative = inhibition, actives largely listed as activators. 320,000 compounds, 2.8% hits; further: potency means the concentration at half of the fitted maximal effect; % of control where 0% means no effect; nearly all actives have a fitted effect of over 60% in size
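Luminescence read-out: Huh7 cells stably expressing Rab9-luciferase, treated 24 h with compound at 37 °C, then lysed with luciferase reagent for 10 min at ambient before reading.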
NPC1 promoter act = activates the NPC1 promoter | Huh7 NPC1 promoter luciferase reporter, 24 h | Potency, µM (highest dose often 9.22 µM), for the others: at the top dose activation, hits mostly activators | 320,000 compounds, 2.4% hits | AID 485313;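 further: potency means the concentration at half of the fitted maximal effect; % of control where 0% means no effect; nearly all actives have a fitted effect of over 60% in size; reporter is driven by a mutant NPC1 promoter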
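Compounds in DMSO were transferred onto Huh7 NPC1-luciferase reporter cells pre-incubated 2 h; after 24 h at 37 °C, Amplite reagent was dispensed and luminescence recorded 10 min later.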
RORg inh = inhibitors of mouse ROR gamma transcriptional activity; Drosophila S2 Gal4-RORgamma UAS-luciferase reporter, 20 h; Potency, µM (top dose mostly 53.6 µM), without a hit: top-dose activity change, negative = inhibition, actives largely listed as inhibitors; 310,000 compounds, 5.4% hits; P51450; further: potency means the concentration at half of the fitted maximal effect; on the % scale 0 is the no-effect control and ±100 the full control effect; nearly all actives have a fitted effect of over 60% in size
Target sequence (P51450 whole entry, looked up, the tested form may be a part): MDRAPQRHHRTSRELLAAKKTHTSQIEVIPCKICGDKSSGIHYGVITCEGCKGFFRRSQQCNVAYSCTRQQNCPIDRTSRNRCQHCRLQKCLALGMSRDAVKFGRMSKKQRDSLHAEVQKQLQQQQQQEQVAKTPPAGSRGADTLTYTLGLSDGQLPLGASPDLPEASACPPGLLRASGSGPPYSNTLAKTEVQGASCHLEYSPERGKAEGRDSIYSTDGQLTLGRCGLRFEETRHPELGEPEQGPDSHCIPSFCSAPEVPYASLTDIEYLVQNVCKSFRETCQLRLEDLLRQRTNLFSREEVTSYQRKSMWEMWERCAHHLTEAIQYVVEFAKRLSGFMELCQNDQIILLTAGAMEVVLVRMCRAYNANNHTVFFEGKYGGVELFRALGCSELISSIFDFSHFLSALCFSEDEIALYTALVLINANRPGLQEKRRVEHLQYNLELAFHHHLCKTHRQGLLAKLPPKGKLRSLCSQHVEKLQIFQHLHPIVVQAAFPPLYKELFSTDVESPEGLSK
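Luminescence from a UAS-regulated Photinus luciferase reporter in stably transfected Drosophila Schneider cells is measured; decreased signal marks ROR gamma inhibition. Fusion expression is induced by 700 uM copper sulfate for 20 hr.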
ELG1 genotox = inducers of genotoxicity in HEK293T ELG1-luciferase cells | 330,000 compounds, 1.3% hits | HEK293T ELG1-luciferase reporter, luminescence, 16 h | Potency, µM (top dose mostly 46 µM), without a hit: at the highest dose activity change, positive = activation, actives largely listed as activators; further: potency means the concentration at half of the fitted maximal effect; % of control where 0% means no effect; nearly all actives have a fitted effect of over 60% in size
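Genotoxicity was scored as increased ELG1-luciferase reporter signal, measured by ONE-Glo luminescence (30 min, room temperature). Compound or vehicle exposure of the HEK293T reporter cells lasted 16 hr at 37°C.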
BRCA1 expr act = increases BRCA1 expression. MCF7-BRCA1-FFLuc reporter, luminescence, 48 h; response scale: scaled: vehicle 0%, 10 µM genistein 100%. Potency, µM (top dose mostly 46.1 µM), inactives show at the top dose activation, actives largely listed as activators. 380,000 compounds, 1.1% hits. AID 624202; further: potency means the concentration at half of the fitted maximal effect; nearly all actives have a fitted effect of over 80% in size; some results filed as inactive show a strong effect at the top dose
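48 h compound treatment of MCF7-BRCA1-FFLuc cells (phenol-red free MEM, 37 °C), then 15 min with luciferase substrate and luminescence imaging.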
Menin-MLL TR inh = menin-MLL binding inhibition, Texas Red mutant peptide | Menin + Texas Red MLL mutant peptide, fluorescence polarization | Potency, µM (highest dose often 61.6 µM), for inactives: top-dose FP activity change, negative = inhibition, most hits filed as inhibitors | 270,000 compounds, 0.23% hits | AID 1768; active means well fitted inhibition curve with a large enough effect in the polarisation, with a control signal flat, not every such curve was filed as active; inconclusive means small, poorly fitted or top-dose-only effect, or effect the other way, or a change in a side signal; inactive means no such curve, though single readings can be large or run the other way; the % refers to the polarisation; further: potency means the concentration at half of the fitted maximal effect; % of control where 0% means no effect; many of its hits are not listed in these tables
VP16 counter = inhibits Gal4-VP16 luciferase reporter, ROR gamma counter-screen; 310,000 compounds, 3.5% hits; Drosophila S2 Gal4-VP16 UAS-luciferase, luminescence, 20 h; Potency, µM (doses to about 53.6 µM), for inactives: top-dose activity, negative = inhibition, hits mostly inhibitors;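 further: Gal4-VP16 expression switched on by copper sulfate through the metallothionein promoter; potency means the concentration at half of the fitted maximal effect; on the % scale 0 is the no-effect control and ±100 the full control effect; nearly all actives have a fitted effect of over 50% in size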
Numbers without * were called inactive; ? = inconclusive; . = not tested or not shown; & = joins results of further samples; [ ] = remark or other dose. Unless noted, the call rests on the fitted dose curve; in most records, active means well fitted curve in the direction sought with a large enough effect; inconclusive means small, poorly fitted or top-dose-only effect, or another doubt; inactive means no such curve, though single readings can be large; an effect the other way counts as inactive or inconclusive. Some of the compounds tested; rates above refer to the full screens.

SMILES	Giardia kill	FLuc modulator	PKM2 activator	p53 reactivator	Rab9 prom act	NPC1 promoter act	RORg inh	ELG1 genotox	BRCA1 expr act	Menin-MLL TR inh	VP16 counter
CC1=NOC(=O)/C1=C\c1ccc(-c2cccc(Cl)c2)o1	-8	11µM*	16%	-3%	-10%	-13%	?	-13%	-96%[inhibitor]	?	?
COc1ccc(-c2nc(CN3CCC(C(=O)N4CCOCC4)CC3)c(C)o2)c(OC)c1	-6	-1%	0%	1%	-1%	0%	-1%	0%	1%	.	5%
CCCOc1ccc(N2C(=O)CC(NCCNc3ccc([N+](=O)[O-])cn3)C2=O)cc1 (configuration not stated)	5	-1%	4%	6%	-1%	-4%	27%	0%	-1%	.	-1%
O=C1CCCC2=C1C(c1ccc(Cl)cc1)N1C(=O)CCSC1=N2 (configuration not stated)	5	-1%	-2%	-8%	2%	-3%	-10%	0%	-24%	-3%	-7%
Oc1c(Br)cc(Br)cc1C=Nc1ccc2[nH]ncc2c1	-26	-17%	-2%	2%	-10%	0%	-44%	-7%	-55%	.	-1%
CC(C)(C)C1c2[nH]c3ccccc3c2CCN1CCCn1cccn1 (configuration not stated)	-17	-2%	1%	-4%	2%	0%	0%	-3%	2%	-2%	1%
COc1ccc(N2CCN(C(=O)c3c(-c4c(F)cccc4Cl)noc3C)CC2)cc1	7	3%	0%	.	0%	-1%	.	-4%	-14%	?	.
COc1ccc(-n2ncc3c2CC(C)(C)CC3NC(=O)c2oc(C)cc2C)cc1 (configuration not stated)	-2	0%	-6%[0.46 µM]	-9%	-2%	-1%	1%	-7%	-25%	-8%	0%
COc1cc(NC(=O)CCNC(=O)Cn2cnc3ccccc3c2=O)cc(OC)c1OC	1	4%&6%	-4%	4%	2%	1%	-10%	1%	-1%	-2%	0%
C=CCOc1ccc(/C=N/NC(C)=O)cc1OCC	8	-1%	-2%	1%	-6%	0%	-10%	1%	-17%	-2%	0%
COc1ccc(NCc2nnc(SCCN3CCCCC3)n2-c2ccc(C)cc2)cc1	18	1%	-5%	0%	-6%	-1%	7%	-2%	-15%	-19%	-5%
S=C(Nc1ccccc1Cl)N1CCN(c2ccccn2)CC1	-2	0%	-1%	-1%	0%	-10%	-15%	-2%	-19%	0%	-2%
O=c1[nH]c(Nc2ccc(F)cc2)cc2ccccc12	-4	-13%	-16%	3%	-4%	5%	1%	9%	-32%	-9%	-2%
CCOc1ccc(N2CC(=O)N/C2=N\c2nc(C)cc(C)n2)cc1	4	12%	0%	3%	-6%	-1%	-24%	0%	-32%	-1%	-5%
Cc1ccc(-c2csc3ncnc(Oc4cccc5ccc(C)nc45)c23)cc1	0	4%	2%	-7%	-1%	-5%	4%	-5%	-3%	-2%	-1%
Cc1onc(-c2c(F)cccc2Cl)c1C(=O)OCc1cnc(Cl)s1	9	-1%	1%	1%	-4%	1%	13%	-7%	-10%	-10%	6%
COc1ccc(-c2csc(NC(=O)c3cccc(S(=O)(=O)N4CCN(C)CC4)c3)n2)cc1	9	?	-1%	10%	-9%	-8%	?	-7%	5%[1.84 µM]	?	3%
CCCc1nnc(SCC(=O)Nc2ccccc2Cl)n1CC1CCCO1 (configuration not stated)	1	2%	-3%	-3%	-1%	-2%	9%	0%	9%	-9%	-7%
CC(C)Cn1c2c(c(O)c(C(=O)Nc3ncccc3O)c1=O)CCCC2	-5	5%	7%	-15%	-12%	0%	?	-7%	-35%	-29%	14µM*
O=C(Nc1ccc2c(c1)OCO2)c1ccc(COc2ccc3c(c2)CCC3)o1	0	19µM*	-1%	?	4µM*	?	?	?	?	5%	2%
COC(=O)c1cn(CC(=O)N2C(C)CCCC2C)c2ccccc12 (configuration not stated)	1	4%	-1%	-3%	1%	-1%	4%	2%	-18%	-2%	17%
CCCCNC(=O)NC(C(=O)OC)C12CC3CC(CC(C3)C1)C2 (configuration not stated)	5	-2%	-13%	-9%	9%	0%	19%	-1%	-21%	10%	10%
COc1cccc(CSc2nnc(-c3ccncc3)n2N)c1	-5	-2%	.	-1%	11%	1%	3%	0%	0%	-12%	0%
O=C(c1cc(-c2ccco2)on1)N1CCOCC1	0	?	-5%	?	?	25%	-6%	?	?	1%	-9%
Cc1[nH]c(C)c(S(=O)(=O)N2CCN(c3ccc(Cl)cc3)CC2)c1C(=O)N1CCCC1	10	3%	.	-4%	0%	-3%	8%	1%	11%	.	0%
C=CCNc1nc(-c2ccc([N+](=O)[O-])cc2)cs1	5	3µM*	0%	?	3.5µM*	?	26%	21µM*	?	6%	-2%
O=C(OCc1cccc(C(F)(F)F)c1)c1cc([N+](=O)[O-])ccc1N1CCOCC1	13	4%	.	-11%	-3%	-1%	.	-3%	-42%	.	.
Cc1ccc(NC(=O)Nc2ccccc2C#N)c(Cl)c1	0	-5%	0%	-7%	-7%	1%	0%	2%	0%	-15%	-2%
N#Cc1ccc(OCc2nnc(SCC(=O)c3ccccc3)n2-c2ccccc2)cc1	4	2%	-3%	-8%	2%	-1%	?	-1%	-32%	3%	-7%
C=CCNC(=S)NNC(=O)c1ccc(=O)n(Cc2ccccc2)c1	0	-9%	-3%	1%	0%	0%	-27%	-3%	1%	-1%	-4%
C=CCSc1ncnc2c1oc1nc3c(cc12)COC(C)(C)C3	-8	13µM*	6%	4%	?	?	14%	?	72%	.	?
COc1ccc(-c2cn[nH]c2N)cc1	4	-8%	-4%	10%	13%	2%	?	-13%	43%	0%	7%
O=C(NCc1ccccc1)C1=C[C@@H](c2ccccc2)C[C@@H](OCc2ccc(CO)cc2)O1	-10	-11%	3%	6%	-2%	0%	39%	2%	-5%	0%	8%
O=c1oc2ccc(C#CC3(O)CCCCC3)cc2cc1-n1cc(-c2ccsc2)nn1	7	-1%	.	1%	-4%	0%	.	-2%	-14%	.	.
COc1ccc2nc(N3CCC(C)CC3)c(C#N)cc2c1	8	11µM*	17%	15%	4µM*	?	?	?	11µM*	9%	?
CCOc1ccc(N(CC(=O)NCCOc2ccccc2OC)S(=O)(=O)c2ccccc2)cc1	-11	-2%	-1%	-11%	0%	-1%	-30%	-9%	-29%	?	-3%
CCC(Cc1ccccc1)NC(=O)/C=C/c1ccco1 (configuration not stated)	0	-1%	-5%	.	21%	14%	0%	1%	-25%	-7%	-2%
CCOCCCNC(=O)CNC(=S)N(Cc1ccccc1F)C1CCCCC1	-3	1%	-1%	-8%	5%	0%	2%	-3%	10%	-15%	-8%
COC(=O)c1ccc(/C=N/OCC(=O)Nc2cc(F)ccc2F)cc1	-10	-4%	-13%	2%	1%	-4%	-2%	-6%	-3%	?	-2%
COc1cccc(CN(C)C(=O)c2ccc(COc3ccc(Cl)cc3)cc2)c1OC	12	13µM*	.	19%	29%	?	?	?	8%	-22%	7%
COC(=O)c1ccc(NC(=O)c2ccc[n+]([O-])c2)cc1	6	1%	1%	4%	-2%	-5%	-2%	1%	-9%	11%	13%
O=C(Nc1ccccc1)C1C(c2ccccc2)C1(Cl)Cl (configuration not stated)	3	0%	4%	-8%	2%	-6%	12%	-7%	-17%	16%	-11%
CC(C)(Oc1ccc(Cl)cc1)C(=O)NNC(=O)c1ccc(Br)o1	21	0%	.	-5%	-6%	3%	11%	3%	-12%	.	-7%
O=C(Nc1ccc2ccccc2n1)c1ccccc1Br	-10	3.4µM*	-10%	?	3.5µM*	?	-22%	?	?	0%	-11%
Oc1ccc(-c2[nH]ncc2-c2cccc3cccnc23)c(O)c1	-2	2%	4%	-5%	-9%	0%	-11%	-2%	-61%	-5%	?
CCCCCCCC(=O)NNC(=O)CC(=O)Nc1ccccc1C(=O)O	-13	0%	-3%	-18%	-2%	-1%	0%	7%	3%	-12%	4%
O=C(OCc1ccc([N+](=O)[O-])cc1)c1cc(=O)c2ccccc2o1	60[activator]	-6%	-6%	-4%	-3%	11%	-21%	5%	4%	-13%	10%
COc1nc(N/N=C/c2ccc(-c3ccccc3[N+](=O)[O-])o2)nc(N2CCOCC2)n1	-22	-14%	9%	?	19%	0%	13%	1%	-68%	5%	-20%
CCc1nnc(NS(=O)(=O)c2ccc(NCc3cc(Cl)ccc3O)cc2)s1	3	1%	.	0%	0%	-5%	1%	3%	3%	.	-15%

BRCA1 expr act: hit marks shown above.
smiles,PKM2 activator,p53 reactivator,Rab9 prom act,NPC1 promoter act,RORg inh,BRCA1 expr act,Menin-MLL TR inh
COc1ccc2nc(N3CCC(C)CC3)c(C#N)cc2c1,17%,15%,4µM*,?,?,11µM*,9%
